D1 antagonist = antagonists of human D1 dopamine receptor | P21728 | HEK293 TREx D1 cells, calcium flux, dopamine EC80; active compounds read low | actives 3.2% (n = 360,000) | activity change, negative = inhibition, % at 10 µM; in the data active = activity change below about -30%; note: % is set by controls: 0 for no effect and ±100 for the full control effect
Target sequence (P21728 whole entry, looked up): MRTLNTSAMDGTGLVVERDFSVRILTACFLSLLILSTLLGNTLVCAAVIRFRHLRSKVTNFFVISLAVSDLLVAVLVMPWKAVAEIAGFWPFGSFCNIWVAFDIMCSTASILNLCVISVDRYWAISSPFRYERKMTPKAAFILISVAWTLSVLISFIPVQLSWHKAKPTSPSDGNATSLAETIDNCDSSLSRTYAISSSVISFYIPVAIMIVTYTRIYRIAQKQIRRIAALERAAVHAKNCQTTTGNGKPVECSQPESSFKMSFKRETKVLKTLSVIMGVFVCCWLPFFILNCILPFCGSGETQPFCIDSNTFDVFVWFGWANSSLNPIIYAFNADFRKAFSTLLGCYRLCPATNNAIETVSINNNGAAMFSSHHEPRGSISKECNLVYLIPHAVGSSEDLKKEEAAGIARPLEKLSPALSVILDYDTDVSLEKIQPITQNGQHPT
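Compound effects on dopamine-evoked calcium signalling were measured in tetracycline-induced HEK293 Trex D1 cells. Dopamine at EC80 followed a 180 s compound pre-read, and fluorescence was tracked kinetically for 180 s more.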
RXFP1 antagonist = antagonists of human relaxin receptor RXFP1; Q9HBX9; HEK293-RXFP1, relaxin-stimulated cAMP HTRF, 30 min; active compounds read low; activity change, negative = inhibition, % at 57.5 µM; actives 0.59% (n = 350,000);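 active = activity change of -60% or lower, but not beyond a set lower limit; inconclusive = change between -60% and -40%, or beyond the set limit; inactive = change above -40%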; note: % is set by controls: 0 for no effect and ±100 for the full control effect
D2 PAM = D2 dopamine receptor (human) potentiation; potentiation, % at 10 µM; actives 0.34% (n = 340,000); HEK293 T-REx D2, calcium flux, EC20 dopamine potentiation; AID 485347; P14416;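 active = potentiation over 3 SD above the plate norm, cut at about 30% in these data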; note: 0% is about no effect
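Potentiation of an EC20 dopamine calcium response measured kinetically over 180 s, after a preceding 180 s compound-only read flagging agonists. Cells: inducible Hek293 Trex D2 line, 4000/well, cultured overnight at 30 C before dye loading.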
RXFP1 ag = RXFP1 (human) receptor agonism | Q9HBX9 | HEK293T-RXFP1 cAMP TR-FRET, 30 min; response scale: percent of porcine relaxin response, buffer zero | Potency, µM (titrated, usually from 57.5 µM), without a hit: top-dose activation, actives largely listed as activators | actives 0.3% (n = 370,000) | AID 2676; note: potency is the fitted concentration of half-maximal effect; % is set by controls: 0 for no effect and ±100 for the full control effect; nearly all actives have a fitted effect of over 60% in size; many of its hits are not listed in these tables
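HEK293T cells stably expressing RXFP1 were pretreated with the PDE4 inhibitor Ro 20174, exposed to compounds for 30 min at 37C, lysed, and cAMP was read by TR-FRET. Data normalized to buffer (basal) and 29 nM porcine relaxin (100%).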
TRHR ag = activates the human TRH receptor; P34981; TRHR cells, calcium flux fluo-8, FDSS agonist mode; activation, % at 2 µM; actives 0.18% (n = 360,000); in the data active = activation above about 30%; note: 0% is about no effect
Target sequence (P34981 whole entry, looked up): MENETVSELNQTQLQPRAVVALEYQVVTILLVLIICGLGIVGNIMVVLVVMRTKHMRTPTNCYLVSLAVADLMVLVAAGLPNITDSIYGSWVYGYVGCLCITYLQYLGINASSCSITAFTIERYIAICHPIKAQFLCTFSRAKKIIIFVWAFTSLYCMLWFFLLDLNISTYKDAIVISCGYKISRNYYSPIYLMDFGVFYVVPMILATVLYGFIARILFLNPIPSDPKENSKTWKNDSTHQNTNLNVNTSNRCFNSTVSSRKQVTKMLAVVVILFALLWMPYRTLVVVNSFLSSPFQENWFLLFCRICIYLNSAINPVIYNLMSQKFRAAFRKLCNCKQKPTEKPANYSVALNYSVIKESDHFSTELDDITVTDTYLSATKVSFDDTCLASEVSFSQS
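Steps: seed TRHR cells overnight; add fluo-8 no-wash Ca dye, RT 30 min–1.5 h; record 10 s baseline; pin-transfer compounds; monitor fluorescence 1 cycle/s for the agonist window. Calcium increases flag candidate agonists.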
TRHR PAM = allosterically enhances the human TRH receptor. TRHR cells, fluo-8 calcium fluorescence, EC20 TRH enhancement. enhancement, % at 2 µM. actives 0.66% (n = 360,000). AID 493056; in the data active = enhancement above about 30%; note: 0% is about no effect
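Enhancer read-out: after compound pinning and an initial kinetic agonist-mode read, an EC20 of TRH (10 nM final) was injected and fluo-8 calcium signal (Ex 480/Em 530) followed at 1 s/cycle for 100 cycles in TRHR-expressing cells.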
D1 ag = activates the human D1 dopamine receptor; P21728; actives 1% (n = 360,000); activation, % at 2 µM; HEK293 T-REx D1 cells, calcium flux, agonist mode; in the data active = activation above about 30%; note: 0% is about no effect
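Inducible HEK293 T-REx D1 cells, force-coupled to calcium signalling, were plated at 4000 cells/well with tetracycline and held overnight at 30 C. After no-wash calcium dye loading, compound-evoked calcium rise over 180 s flagged agonists.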
Apoferritin bind = candidate novel general anesthetic via apoferritin binding; apoferritin/1-aminoanthracene competitive binding, fluorescence; Potency, µM (highest dose often 77.5 µM), for inactives: top-dose activity change, negative = displacement, most hits filed as inhibitors; P02791; actives 0.074% (n = 350,000); note: potency is the fitted concentration of half-maximal effect; % is set by controls: 0 for no effect and ±100 for the full control effect; nearly all actives have a fitted effect of over 20% in size
Target sequence (P02791 2-175 limits assumed): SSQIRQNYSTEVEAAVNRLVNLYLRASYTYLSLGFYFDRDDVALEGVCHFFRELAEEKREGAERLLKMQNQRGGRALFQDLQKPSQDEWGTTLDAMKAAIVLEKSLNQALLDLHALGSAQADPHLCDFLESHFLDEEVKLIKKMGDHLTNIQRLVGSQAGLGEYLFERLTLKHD
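Steps: apoferritin (10 uM) was premixed with half-saturated 1-AMA in PBS, compounds were pin-transferred, plates stood 10 min at room temperature, fluorescence was read at 380/535 nm, and curves were fitted with a Hill equation.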
D1 PAM = enhances dopamine response at the human D1 receptor; AID 504651; actives 0.036% (n = 360,000); HEK293 TREx D1 cells, calcium flux, dopamine EC20 potentiation; potentiation, % at 10 µM; in the data active = potentiation above about 30%; note: 0% is about no effect
* marks the source's active call; other numbers are inactive results; ? = inconclusive; / = no result given; & = joins results of further samples. Unless noted, calls come from the whole dose curve; as a rule, active = well fitted curve in the direction sought with a large enough effect; inconclusive = small, poorly fitted or top-dose-only effect, or another doubt; inactive = no such curve, though single readings can be large; an effect the other way counts as inactive or inconclusive. Not all compounds are listed; rates above refer to the full screens.

(1) COc1ccc(C)cc1NS(=O)(=O)c1ccc(NS(=O)(=O)c2ccc(NC(C)=O)cc2)cc1
(2) CC1=NNC(=O)C1CC(=O)N/N=C/c1ccncc1 (stereo not given)
(3) Cc1cc(C)cc(NS(=O)(=O)c2ccc3c(c2)C(C)(C)C(=O)N3C)c1
(4) COc1cc(-c2nc3oc4ccccc4c(=O)c3c(=O)n2Cc2ccco2)cc(OC)c1OC
(5) O=C(CSc1ccccc1)N1CCc2ccccc21
(6) CCN1C(=O)/C(=C\c2ccc(-c3cccc(C(=O)OC)c3)o2)SC1=Nc1ccc(C(=O)O)cc1
(7) O=C(NCc1ccccn1)c1ccc(Br)s1
(8) Cc1nc2ccccc2n1CC(=O)NC1CCCCCC1
(9) Cc1ccc(NCc2nnc(SCC(=O)c3ccccc3)n2Cc2ccco2)c(C)c1
(10) O=C(NCc1ccccc1)Nc1cccn(Cc2ccccc2Cl)c1=O

assay / entry,1,2,3,4,5,6,7,8,9,10
RXFP1 ag,0.1%,-8.1%,1.4%,2.1%,0.7%,0.4%,0.2%,0.9%,2.0%,-0.4%
D1 PAM,4,3,-6,-2,-4,-2,4,-3,0,1
Apoferritin bind,1%,9%,?,-21%,?,-8%,-1%,-5%,?,?
TRHR PAM,-4,-3,0,-2,-2,-3,1,-2,-2,-6
RXFP1 antagonist,-8,0,-8,-2,1,/,6,-4,-5,-1
D2 PAM,-4,-6,-3,2,/,0,5,5,-10,-7
D1 ag,-1,0,1,1,0,3,2,9,2,1
TRHR ag,-1.2,0.4,-0.3,-2.0,-0.3,1.2,0.7,3.0,-0.3,-1.7
D1 antagonist,-2,-1,41,4,-9,0,0,-16,-12,-12

(11) CC(NC(=O)C1CCCCC1)C(c1cccs1)N1CCN(C)CC1 (stereo not given)
(12) O=C(Nc1ccccc1-c1ccccc1)c1ccc(NC(=O)c2ccco2)cc1
(13) Cc1ccc(NC(=O)C2CCC(=O)N2)cc1C (stereo not given)
(14) COc1ccc(Br)cc1CN(C)CC(=O)Nc1ccccc1Cl
(15) S=C1Cc2ccccc2N1
(16) O=C(NCc1ccc(Cl)cc1)C(=O)NCC1OCCCN1S(=O)(=O)c1cccs1 (stereo not given)
(17) O=C(CNC(=O)c1sc2ccccc2c1Cl)NCc1cccnc1
(18) Cc1cccc(OCC(=O)NCC(c2cccs2)N2CCOCC2)c1 (stereo not given)
(19) Cc1onc(-c2ccccc2)c1C(=O)n1nnc2ccccc21
(20) CCOC(=O)c1ccc(NC(=O)/C(C#N)=C/c2ccc(OC)cc2)cc1

assay / entry,11,12,13,14,15,16,17,18,19,20
RXFP1 ag,-1.6%,-4.3%,-1.2%,0.5%,0.5%,-1.6%,0.5%,-1.0%,1.2%,1.2%
D1 PAM,3,-2,-1,-2,-1,-4,-6,-4,-4,-2
Apoferritin bind,2%,-14%,4%,5%,-7%,?,?,/,0%,-10%
TRHR PAM,-1,2,-1,-6,2,4,6,-2,-3,3
RXFP1 antagonist,3,-9,5,-1,-29,-2,-8,-5,-7,1
D2 PAM,7,23,-4,13,12,2,0,2,6,3
D1 ag,3,0,0,4,6,1,2,0,2,11
TRHR ag,-0.5,0.3,0.9,0.2,-1.4,-0.7,-1.3,-0.2,-0.3,1.7
D1 antagonist,22,4,9,-8,22,-18,-14,-1,4,7

(21) O=C(CN(C(=O)CCC(=O)Nc1nccs1)c1cccc(F)c1)NCC1CCCO1 (stereo not given)
(22) CCCCOc1ccc(NC(=O)CSc2ccc(C(=O)O)cn2)cc1
(23) O=C1CC(NS(=O)(=O)c2cccnc2)CN1c1cccc(F)c1 (stereo not given)
(24) C=CCSc1nc2ccccc2c(=O)[nH]1
(25) Cn1nnc2cc(C(=O)N3CCCCCC3)ccc21
(26) COc1ccc(CCn2nnnc2C(C(C)C)N2CCN(c3ncccn3)CC2)cc1OC (stereo not given)
(27) O=S(=O)(c1ccc2c(c1)OCCO2)N1CCN(S(=O)(=O)c2c(F)cccc2F)CC1
(28) COc1cc(NC(=O)CNC(c2ccccc2)c2ccccc2)cc(OC)c1OC
(29) Cc1ccc(S(=O)(=O)N/N=C/c2ccccc2O)cc1
(30) Cc1cccc(C)c1NC(=O)CN(C)C(=O)C1CCCCC1

assay / entry,21,22,23,24,25,26,27,28,29,30
RXFP1 ag,0.0%,0.8%,-0.4%,-1.0%,0.9%,3.2%,/,2.7%,4.5%,2.9%
D1 PAM,1,2,3,-3,2,-1,4&0,1,4,7
Apoferritin bind,3%,-5%,/,?,-2%,-9%,/,-16%,-10%,/
TRHR PAM,1,20,4,7,-7,4,-1&7,-2,-4,-7
RXFP1 antagonist,-7,-16,-6,/,10,-6,/,-6,7,-5
D2 PAM,26,/,2,-4,-7,7,/,-1,-5,-14
D1 ag,2,2,1,0,1,1,4&2,4,3,1
TRHR ag,0.7,0.0,0.3,-0.4,-0.1,-0.3,-0.8&0.6,0.2,0.2,0.0
D1 antagonist,7,-5,21,-17,-1,-1,21&-1,2,6,10

(31) O=C(c1ccc(-c2ccccc2)c(F)c1)C1CCCN(C(=O)c2cncs2)C1 (stereo not given)
(32) O=C(Cn1cnc2scc(-c3ccc(F)cc3)c2c1=O)NCC(c1ccco1)N1CCCC1 (stereo not given)
(33) CCn1c(N)c(C(=O)N2CCOCC2)sc1=S
(34) O/N=C/c1ccccc1OCc1ccccc1Cl
(35) O=C(CS(=O)(=O)Cc1ccccc1)Nc1nnc(C(F)(F)F)s1
(36) O=C1c2ccccc2C(=O)N1CCc1c[nH]c2ccc(O)cc12
(37) CN(C)c1ccnc2c[cH-]cc12.[Fe].c1ccc(-[c-]2[c-](-c3ccccc3)[c-](-c3ccccc3)[c-](-c3ccccc3)[c-]2-c2ccccc2)cc1 (stereo not given)
(38) Fc1cccc(F)c1CSc1nc2ccccc2[nH]1
(39) COc1ccc(OCC(=O)NCc2ccc3c(c2)CCN3C(=O)c2ccccc2)cc1
(40) Cc1ccc(S(=O)(=O)CCC(=O)OC(C)C(=O)NC2CCCCC2C)cc1 (stereo not given)

assay / entry,31,32,33,34,35,36,37,38,39,40
RXFP1 ag,0.1%,0.4%,4.0%,2.9%,1.4%,-0.7%,-1.4%&-1.8%,2.5%,-0.3%,-0.1%
D1 PAM,-3,-2,-1,-1,-6,-4,3&0,3,-1,-1
Apoferritin bind,?,/,-15%,?,-6%,-11%,-6%&-7%,?,-4%,/
TRHR PAM,4,-5,4,-5,-5,-2,4&1,-2,6,-1
RXFP1 antagonist,1,-2,-24,-37,-18,-12,/,4,2,3
D2 PAM,10,4,2,5,8,-2,12&12,10,-2,-2
D1 ag,2,8,4,2,1,0,4&3,0,-1,2
TRHR ag,0.8,0.1,0.0,-0.1,0.7,0.0,-0.1&0.1,-0.5,-1.1,-0.7
D1 antagonist,-14,13,11,-1,10,-18,9&9,-11,7,-42*

Values in list order from the entries so far.
TRHR PAM, nos. 30–38, in order: -7, 4, -5, 4, -5, -5, -2, 4&1, -2
RXFP1 ag, nos. 30–38, in order: 2.9%, 0.1%, 0.4%, 4.0%, 2.9%, 1.4%, -0.7%, -1.4%&-1.8%, 2.5%
TRHR ag, nos. 30–38, in order: 0.0, 0.8, 0.1, 0.0, -0.1, 0.7, 0.0, -0.1&0.1, -0.5

With a hit mark in D1 antagonist, among the entries above:
nr	Compound	D1 PAM	Apoferritin bind	TRHR PAM	RXFP1 antagonist	D2 PAM	D1 ag	D1 antagonist
40	Cc1ccc(S(=O)(=O)CCC(=O)OC(C)C(=O)NC2CCCCC2C)cc1 (stereo not given)	-1	/	-1	3	-2	2	-42*

Back to the main list, starting 2 compounds before the break.
(39) COc1ccc(OCC(=O)NCc2ccc3c(c2)CCN3C(=O)c2ccccc2)cc1
(40) Cc1ccc(S(=O)(=O)CCC(=O)OC(C)C(=O)NC2CCCCC2C)cc1 (stereo not given)
(41) CC(C)(C)NC(=O)CN(Cc1ccccc1)S(=O)(=O)c1ccccc1
(42) O=C(Nc1nnc(-c2cccs2)o1)c1cc(-c2ccccc2)nc2ccccc12
(43) CC(NC(=O)CN(c1ccccc1F)S(C)(=O)=O)c1ccccc1 (stereo not given)
(44) COc1ccc(NS(=O)(=O)c2ccc3c(c2)CCCN3C(=O)C2CCC2)cc1OC
(45) CCOc1cccc(CNCc2cccnc2)c1OCc1ccccc1
(46) Cc1nc2ccccc2c(N)c1C(=O)/C=C/c1ccccc1
(47) Nc1nc(SCc2c(Cl)cccc2Cl)n[nH]1
(48) COc1ccc(CC2(CO)CCN(S(=O)(=O)N(C)C)CC2)cc1
(49) CN(C)S(=O)(=O)c1ccc(NS(=O)(=O)/C=C/c2ccccc2)cc1

assay / entry,39,40,41,42,43,44,45,46,47,48,49
RXFP1 ag,-0.3%,-0.1%,-0.8%,1.6%,1.2%,1.2%,-0.7%,-0.6%,0.3%,-0.5%,-1.0%
D1 PAM,-1,-1,-8,-4,-1,-7,-6,-6,-9,1,0
Apoferritin bind,-4%,/,-5%,8%,5%,-21%,-5%,-8%,?,-7%,-15%
TRHR PAM,6,-1,-2,9,6,-8,-7,-7,45*,3,1
RXFP1 antagonist,2,3,11,/,-18,-27,-15,-83*,3,4,0
D2 PAM,-2,-2,-2,2,15,-1,-13,7,-1,6,16
D1 ag,-1,2,-4,4,4,7,8,25,0,0,1
TRHR ag,-1.1,-0.7,-0.6,0.6,-0.2,0.3,-1.0,0.9,-0.6,0.2,-0.4
D1 antagonist,7,-42*,4,7,14,-42*,-2,-32*,-23,7,-9

High-throughput results from PubChem BioAssay.
